Source: PubChem BioAssay
BH1578 lux ind – induces V. cholerae light production without autoinducers; V. cholerae BH1578 lux reporter, luminescence, 6 h; activation, % at 18.7 µM; 350,000 tested, 0.16% active; in the data active = activation mostly above about 9.7%, no sharp cut-off; inconclusive = no clear call, values can overlap the other calls; inactive = mostly below about 3.7%; also: not every result past the cut was called active; inactives centre near 0; reference of the scale not given here
PfHsp40 rescue – compounds rescuing yeast from Plasmodium falciparum HSP40 toxicity. growth rescue, % at 12.5 µM. S. cerevisiae expressing PfHsp40, growth rescue, ATP luminescence. 340,000 tested, 0.68% active. AID 504582; in the data active = growth rescue above about 28%, passing the limit was not always enough; inconclusive = no clear call, values can overlap the other calls;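 also: yeast W303a lacking pdr1 and pdr3 grown in galactose medium; growth measured after three days at 30 °C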
3CLpro inhibitor – SARS-CoV 3CLpro protease inhibition; 290,000 tested, 0.14% active; inhibition, % at 6 µM; P0C6X7; recombinant SARS-CoV 3CLpro, quenched FRET peptide cleavage; in the data active = inhibition above about 12%
Yp Topo-I inh – Y. pestis Topo-I inhibition via cleavage products; Y. pestis Topo-I cleavage product accumulation, plate reader; activity, % at 10 µM; 360,000 tested, 0.064% active; AID 504884; in the data active = activity above about 50%, passing the limit was not always enough; inconclusive = no clear call, values can overlap the other calls; also: inactives centre near 2
VHR inh abs – DUSP3 (human) phosphatase inhibition; 290,000 tested, 0.52% active; recombinant VHR phosphatase, pNPP absorbance; AID 1654; inhibition, % at 13.3 µM; P51452; in the data active = inhibition above about 50%; also: some compounds called inactive have numbers as strong as hits
Target sequence (P51452 whole entry, looked up): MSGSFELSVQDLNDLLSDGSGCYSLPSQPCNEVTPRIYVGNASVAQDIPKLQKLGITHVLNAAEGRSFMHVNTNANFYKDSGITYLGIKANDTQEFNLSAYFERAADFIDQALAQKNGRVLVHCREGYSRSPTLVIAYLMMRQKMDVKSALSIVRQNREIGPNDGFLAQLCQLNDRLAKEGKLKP
CCHFV vOTU inh – CCHFV vOTU protease inhibition; Pep-AMC fluorescence; inhibition, % at 11.5 µM; 370,000 tested, 0.55% active; AID 651958; in the data active = inhibition above about 30%; also: 0% = vehicle wells with enzyme and 100% = no enzyme wells
TcdB inh – inhibitors of Clostridioides difficile toxin B glycohydrolase | inhibition, % at 9.99 µM | 350,000 tested, 0.24% active | AID 652162 | P18177 | TcdB glycohydrolase enzymatic assay, plate reader; in the data active = inhibition above about 10%
Anthrax LF inh2 – blocks Bacillus anthracis lethal factor protease; multiplex microsphere protease cleavage assay, LF; inhibition, % at 10 µM; 360,000 tested, 0.12% active; also: plate controls were buffer without enzyme for full effect and enzyme alone for no effect
Target sequence (P15917 whole entry, looked up): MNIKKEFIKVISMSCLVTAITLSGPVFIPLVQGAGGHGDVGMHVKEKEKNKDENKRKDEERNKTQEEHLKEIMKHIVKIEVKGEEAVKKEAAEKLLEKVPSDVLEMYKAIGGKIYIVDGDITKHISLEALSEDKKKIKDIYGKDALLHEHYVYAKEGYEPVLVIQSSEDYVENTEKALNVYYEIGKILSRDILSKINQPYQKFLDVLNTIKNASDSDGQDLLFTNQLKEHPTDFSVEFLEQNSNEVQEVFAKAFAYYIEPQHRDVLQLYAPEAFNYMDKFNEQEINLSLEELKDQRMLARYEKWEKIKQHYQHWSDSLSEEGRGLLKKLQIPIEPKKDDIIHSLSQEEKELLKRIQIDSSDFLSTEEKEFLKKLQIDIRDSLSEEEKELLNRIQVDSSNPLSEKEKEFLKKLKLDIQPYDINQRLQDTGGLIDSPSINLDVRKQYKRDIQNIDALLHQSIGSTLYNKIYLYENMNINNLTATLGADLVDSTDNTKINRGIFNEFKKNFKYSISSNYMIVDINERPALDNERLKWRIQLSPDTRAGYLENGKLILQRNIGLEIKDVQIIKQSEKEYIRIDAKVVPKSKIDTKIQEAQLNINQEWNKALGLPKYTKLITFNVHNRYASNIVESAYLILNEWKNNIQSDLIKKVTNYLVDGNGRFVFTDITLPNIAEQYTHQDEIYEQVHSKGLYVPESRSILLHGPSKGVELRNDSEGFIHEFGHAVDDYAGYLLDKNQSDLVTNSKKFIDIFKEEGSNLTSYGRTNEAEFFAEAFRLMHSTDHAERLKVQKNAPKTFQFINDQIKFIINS
BoNT-A LC inh2 – inhibitors of Botulinum neurotoxin A light chain protease; AID 588499; inhibition, % at 10 µM; 360,000 tested, 0.17% active; multiplex microsphere protease substrate cleavage, flow cytometry; also: plate controls were buffer without enzyme for full effect and enzyme alone for no effect
PriA SSB inh – blocks PriA binding to SSB C-terminal tail; AID 1272365; inhibition, % at 33 µM; AlphaScreen SSBct-PriA binding, biotinylated peptide; 430,000 tested, 0.6% active; in the data active = inhibition mostly above about 37%, no sharp cut-off; inactive = mostly below about 20%;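 also: plate controls were negative control peptide for no effect and reference peptide for full effect; strong numbers were not always called active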
Starred values were filed as active, the others as inactive; i = inactive; ? = inconclusive; . = not tested or not shown. Rule as the data show it, unless noted: active = inhibition above about 30%; inconclusive = no clear call, values can overlap the other calls; inactive = below that. This is a subset; count on the stated rates, not on these rows.

SMILES	BH1578 lux ind	PfHsp40 rescue	3CLpro inhibitor	Yp Topo-I inh	VHR inh abs	CCHFV vOTU inh	TcdB inh	Anthrax LF inh2	BoNT-A LC inh2	PriA SSB inh
CCC(=O)Nc1c(C(=O)Nc2ccc3c(c2)OCCO3)oc2ccccc12	-3.1	4.1	1	-8	19	8	2.1	-9	-0.8	-1
O=CN(Cc1ccco1)C1(C(=O)NC2CCCCC2)CCCCC1	-0.2	-0.8	1	9	-2	1	.	-5	?	-13
O=c1[nH]c(-[n+]2ccc3ccccc3c2)c(/C=N/N=C(\[O-])c2ccccc2)s1	i	0.2	-2	-4	7	13	0.1	-2	2.5	.
Cn1c(SCC(=O)N/N=C/C=C\c2ccccc2[N+](=O)[O-])nc2ccccc21	-2.3	0.1	-4	15	7	-2	-0.3	-1	-0.4	.
O=C(/C=C/c1c(Cl)cccc1Cl)n1cccn1	0.4	0.6	-5	1	12	-2	.	2	1.4	2
CC1CCN(c2cc(N3CCC(C)CC3)c([N+](=O)[O-])cc2/C=C(\C#N)c2nn(-c3ccccc3)c(N)c2C#N)CC1	i	0.4	-3	-4	10	5	.	-4	0.7	16
COc1ccc(/C=N/OCC(=O)Nn2c(C)nc3ccccc3c2=O)cc1	-0.6	-1.3	-4	-6	-4	-4	0.9	0	-1.2	.
CC(=O)NC1(C(F)(F)F)NC(=O)N(CC(C)C)C1=O (stereo unspecified)	-1.0	-1.6	0	-3	17	5	.	1	-0.1	-25
COc1ccc(NC(=S)N2CCN(S(=O)(=O)c3ccc(OC)cc3)CC2)cc1	0.6	1.4	0	1	19	-17	-0.1	1	1.9	3
CC(C)OC(=O)c1c(NC(=O)CCn2nnc3ccccc32)sc2c1CCCC2	-3.1	0.2	-4	5	10	1	.	1	?	2
CCn1c2ccccc2c2cc(NC(=O)c3ccc(C)c([N+](=O)[O-])c3)ccc21	-0.3	-0.2	6	-12	0	2	.	-3	-0.2	4
COc1cnc(-c2ccccn2)nc1Oc1ccc(Cl)c2ccccc12	2.9	-0.6	2	8	2	0	.	-2	-3.9	0
CC(C)c1ccc(Oc2cccc3c2S(=O)(=O)N(C2CCCC2)CC(COCc2ccccc2)O3)cc1 (stereo unspecified)	-0.5	0.7	.	1	.	6	-0.6	1	-0.2	-4
Nc1c(C(=O)N/N=C/c2cccnc2)oc2nc(-c3ccco3)cc(-c3ccco3)c12	0.5	.	6	12	1	-22	-0.4	-9	-1.7	i
Cc1ccc(-c2csc3nc[nH]c(=O)c23)c(C)c1	i	-1.6	2	0	9	11	1.2	-2	1.8	0
CNc1ccc(S(=O)(=O)NC)cc1[N+](=O)[O-]	-0.3	-3.0	0	-4	-2	4	0.9	11	-1.6	-26
COc1ccc(C(=O)NCC(=O)OCC(=O)NC(=O)NC2CCCCC2)cc1OC	.	0.4	0	10	24	1	.	3	0.1	-1
O=C(CS(=O)(=O)c1ccc(Br)cc1)N1CCOCC1	0.3	0.5	-1	5	19	-8	2.3	5	-0.2	0
C=C1CC2(CC(c3ccccc3)OC(c3ccccc3)C2)OC1=O (stereo unspecified)	i	6.4	.	32	.	23	-10.0	-6	0.1	-3
CC1=CC(C)(C)[N+](C)(C)c2ccccc21	-3.1	1.4	5	6	6	-11	0.7	-2	2.0	-6
COC(=O)c1ccc(CN2CCN(CCC(C)C)C(CCO)C2)cc1 (stereo unspecified)	.	-2.1	-2	3	8	-9	0.6	-2	-0.1	-5
CC(C)Cn1c(=O)c2c(c3ccccc31)OC(C)C(=O)N2 (stereo unspecified)	-0.4	0.1	2	-1	35	1	.	-1	-0.5	3
CC1CCN(S(=O)(=O)c2cc(C(=O)NC3(C)CCS(=O)(=O)C3)ccc2Br)CC1 (stereo unspecified)	-0.4	1.0	.	11	.	-5	2.6	6	1.3	-1
CCN(CC)c1ccc(C=C2C(=O)OC3(CCCCC3)OC2=O)cc1	i	0.1	0	5	30	26	2.6	-1	0.9	-10
O=C(CNC(=O)c1cccc(-n2cnnn2)c1)Nc1ccc(F)c(F)c1	1.6	-1.5	.	-8	.	7	0.0	2	-0.9	-5
CCN(CC)CCN1Cc2ccccc2C1=N	-0.2	0.7	3	1	17	2	.	5	2.6	-2
O=c1[nH]c2ccc(NC(=S)NC3CCCCC3)cc2[nH]1	-0.2	1.3	-1	-1	25	9	2.0	-1	0.1	-10
Cc1nc2ccccc2c2oc(C(=O)N3CCN(C(=O)c4ccco4)CC3)cc12	-0.3	-0.3	-4	14	19	-3	1.2	-6	0.1	1
O=C(O)c1cc(-c2ccccc2)n[nH]1	3.0	-0.5	1	-8	9	-4	0.6	-3	0.0	-6
C#CCOCCOCCOCCNc1nc(N2CCN(C(=O)CCCCCCCCCCNC(=O)[C@@H](CCSC)n3cc(CCO)nn3)CC2)nc(N2CCN(C(=O)CCCCCCCCCCNC(=O)[C@H](CCC(=O)O)n3cc(CCCCCN)nn3)CC2)n1	-0.6	0.5	.	17	.	.	.	-1	-0.7	10
COc1nccc(NCc2ccccc2)c1C#N	i	.	.	2	.	-5	1.1	-3	-1.4	-15
O=C(C1CCN(CCCc2ccccc2)CC1)N1CCCCC1	i	1.0	2	-6	11	5	.	2	0.3	-1
COc1ncnc2c1oc1ccccc12	-0.4	-0.5	-2	-5	6	4	1.0	-1	0.2	-9
COCCN1C(=O)c2ccc(C(=O)NCc3cccnc3)cc2C1=O	i	-0.4	0	-1	-25	-13	.	0	-0.2	-1
COC(=O)c1ccn(-c2nc(-c3ccco3)cc(C(F)(F)F)n2)n1	i	-1.5	0	6	9	4	.	8	0.4	0
CCOC(=O)c1ccc(NCCc2ccc(OC)c(OC)c2)c(N)c1	-0.8	1.2	4	16	74	12	2.5	1	5.3	26
Cc1cc(N2CCN(C(=O)Nc3ccc(F)cc3F)CC2)c2ccccc2n1	i	0.8	-7	4	3	.	.	-3	-1.7	10
CCOc1ccc(-c2cc(C(=O)N3CCCC3)c3ccccc3n2)cc1	-0.1	-2.1	1	17	30	.	.	0	0.7	2
COc1ccc(OCCCn2cccc2/C=C2/C(=N)N3OC(C)=CC3=NC2=O)cc1	0.8	0.2	0	-5	4	15	0.4	0	0.3	20
CCN(CC(=O)Nc1ccccc1OC)Cc1csc(CC(=O)Nc2ccc(C)cc2)n1	-4.5	-0.9	.	-3	.	-1	-0.2	-6	-0.3	-12
Cc1cc(N/N=C/c2ccc(N(C)C)cc2)c2ccccc2n1	-0.2	-0.2	-2	8	11	-17	0.8	-8	0.9	.
COc1cc(NC(=S)NCCC(c2ccccc2)c2ccccc2)cc(OC)c1	-0.2	-0.9	0	15	-3	6	0.4	-1	-0.5	1
C/C(=N/OC(=O)c1ccc(F)cc1)c1ccc(C)cc1	-0.1	-1.3	-4	6	14	9	.	-4	0.1	.
COc1ccc(-n2nnnc2SCC(=O)Nc2cccc(C)n2)cc1OC	i	-0.5	0	5	7	6	0.9	-2	0.6	-3
Oc1ccc(C2=NN(c3ccccc3)C(c3ccc(F)cc3)C2)cc1 (stereo unspecified)	i	?	-3	-32	27	-11	1.1	-3	-0.3	1
CCN(CC)C(=S)NC(=O)c1ccc(OC)c(Br)c1	-0.7	-2.0	3	-1	1	-10	.	-6	-0.2	-22
COc1ccccc1Nc1c2c(nc3ccc(N)cc13)CCCC2	-0.6	-0.7	-1	-9	-8	2	2.3	-12	0.6	53*
CN(C)CCCNC(=S)N(CCN(C)C)Cc1cc2cc3c(cc2[nH]c1=O)OCCO3	i	-0.9	0	-5	11	-27	2.0	-2	-1.3	2
COc1cc(O)c2c(c1)OC(C)(C)CC2=O	i	-1.9	3	4	46	-11	.	0	-0.5	-12
COc1ccc(-c2ccc(C(=O)Nc3cccc(N(C)C)c3)c3occc23)c(C)c1	-0.4	.	.	-2	.	8	0.3	-4	-0.6	.
CCCn1nc2cc(C(=O)N(CC)c3ccc(OC)cc3)ccc2c1OCC	i	3.4	0	1	34	-45	-1.5	1	0.1	-7
CCCn1c(SC(C)C(=O)NC2CCCC(C)C2C)n[nH]c1=O (stereo unspecified)	-5.5	.	.	0	.	-4	2.6	0	-0.4	.
N/C(=N\OC(=O)c1cccc(Br)c1)c1ccc(Br)cc1	0.2	-1.9	-1	-1	16	1	.	-4	-0.3	.
Cc1c(S(=O)(=O)N2CCOCC2)c(=O)n(C)c(=O)n1C	i	-0.9	-1	3	15	4	-1.8	0	-0.6	1
O=C1CC(C(=O)N2CCOCC2)C2(CCCC2)O1 (stereo unspecified)	-3.8	0.1	-5	2	3	3	.	-5	-0.8	-1
COCCCNC(=O)C[C@H]1C[C@H](C(=O)N2CCCCC2)[C@@]2(CCc3ccccc3)c3[nH]c4cc(-c5ccco5)ccc4c3CCN2C1=O	i	1.0	.	1	.	-17	-0.8	-5	1.0	-4
O=C(c1cccs1)N1CCN(c2nc3c(F)cc(F)cc3s2)CC1	i	1.5	.	30	.	3	-1.1	-1	-0.7	-12
O=C(c1cccc(Cl)c1)N1CCC(=O)N([C@H](COCc2cccc(Cl)c2)Cc2ccccc2)CC1	.	.	.	.	.	14	1.1	-3	-0.1	.
Cc1nnc(SC(C)C(=O)NC2CCCCC2)[nH]c1=O (stereo unspecified)	-2.3	0.0	.	4	.	4	2.4	2	-1.5	-18
O=C(NC(CC(=O)N1CCN(c2ccc([N+](=O)[O-])cc2)CC1)c1ccccc1)c1ccccc1Cl (stereo unspecified)	i	-1.6	3	24	-1	14	1.6	-2	-0.4	-1

(further entries)
SMILES	BH1578 lux ind	PfHsp40 rescue	3CLpro inhibitor	Yp Topo-I inh	VHR inh abs	CCHFV vOTU inh	TcdB inh	Anthrax LF inh2	BoNT-A LC inh2	PriA SSB inh
CCCCN(CCCNc1ncnc2nc[nH]c12)c1ccccc1	-0.2	-0.3	-2	1	16	5	7.5	-11	-0.2	-18
CCN(CC)S(=O)(=O)c1ccc(S(=O)(=O)Nc2cc3c(cc2C(C)=O)OCO3)cc1	i	-0.5	3	35	10	14	-0.2	-5	-0.6	-26
C=CCNc1nc2cc(-c3ccc(C(=O)N4CCOCC4)cc3)sc2c(=O)n1C	1.6	.	.	13	.	-10	1.3	-8	0.5	.
COc1cccc(CNCCN2CCOCC2)c1OC	i	-1.3	5	6	-3	4	.	-5	-0.4	-24
CC1CCN(C(=O)COC(=O)c2ccc3ccccc3n2)CC1	-0.6	-0.1	.	6	.	1	0.7	0	2.6	-5
COC(=O)[C@H](CC(C)C)NS(=O)(=O)N[C@@H](CC(C)C)C(=O)OC	-1.6	0.0	.	-6	.	3	1.2	-13	-0.7	-11
CCn1cc(/C=N/NC(=O)c2ccc3c(c2)OCO3)cn1	i	-0.4	-5	2	-3	5	.	0	-0.1	.
CC1CC(C)CN(C(=O)CNS(=O)(=O)c2cccs2)C1 (stereo unspecified)	-3.6	0.8	2	3	-8	8	-0.3	7	-1.3	-6
O=C(NCc1ccc2c(c1)OCO2)c1cccc(N2CCCC2=O)c1	4.8	0.8	1	0	33	5	.	-2	-0.3	5

Structures listed so far that have a thiophene ring, fused or not, in the order listed:
SMILES	BH1578 lux ind	PfHsp40 rescue	3CLpro inhibitor	Yp Topo-I inh	VHR inh abs	CCHFV vOTU inh	TcdB inh	Anthrax LF inh2	BoNT-A LC inh2	PriA SSB inh
CC(C)OC(=O)c1c(NC(=O)CCn2nnc3ccccc32)sc2c1CCCC2	-3.1	0.2	-4	5	10	1	.	1	?	2
Cc1ccc(-c2csc3nc[nH]c(=O)c23)c(C)c1	i	-1.6	2	0	9	11	1.2	-2	1.8	0
O=C(c1cccs1)N1CCN(c2nc3c(F)cc(F)cc3s2)CC1	i	1.5	.	30	.	3	-1.1	-1	-0.7	-12
C=CCNc1nc2cc(-c3ccc(C(=O)N4CCOCC4)cc3)sc2c(=O)n1C	1.6	.	.	13	.	-10	1.3	-8	0.5	.
CC1CC(C)CN(C(=O)CNS(=O)(=O)c2cccs2)C1 (stereo unspecified)	-3.6	0.8	2	3	-8	8	-0.3	7	-1.3	-6
